CRFBP-R2 agonist = agonists of human CRF-binding protein/CRF-R2 receptor complex; HEK293 CRF-R2/CRF-BP, calcium dye fluorescence (FLIPR); percent of saturating CRF peptide response; activation, % at 13.2 µM; actives 0.46% (n = 350,000); AID 588473;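 active = activation of at least 50%, plus an integration ratio under a set limit after plate pattern correction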;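 also: plate controls were neutral control wells without compound for no effect and CRF at EC100 for full effect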
M5 PAM = positive allosteric modulators of human muscarinic M5 receptor | CHO-K1 hM5, Fluo-8 calcium, ACh EC20 PAM; 0% = ACh EC20, 100% = ACh EC100 | P08912 | AID 624038 | activation, % at 3 µM | actives 0.3% (n = 360,000);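 active = activation above the run cutoff, the mean activation of all test compounds plus 3 SD, cut at about 18% in these data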
Target sequence (P08912 whole entry, looked up): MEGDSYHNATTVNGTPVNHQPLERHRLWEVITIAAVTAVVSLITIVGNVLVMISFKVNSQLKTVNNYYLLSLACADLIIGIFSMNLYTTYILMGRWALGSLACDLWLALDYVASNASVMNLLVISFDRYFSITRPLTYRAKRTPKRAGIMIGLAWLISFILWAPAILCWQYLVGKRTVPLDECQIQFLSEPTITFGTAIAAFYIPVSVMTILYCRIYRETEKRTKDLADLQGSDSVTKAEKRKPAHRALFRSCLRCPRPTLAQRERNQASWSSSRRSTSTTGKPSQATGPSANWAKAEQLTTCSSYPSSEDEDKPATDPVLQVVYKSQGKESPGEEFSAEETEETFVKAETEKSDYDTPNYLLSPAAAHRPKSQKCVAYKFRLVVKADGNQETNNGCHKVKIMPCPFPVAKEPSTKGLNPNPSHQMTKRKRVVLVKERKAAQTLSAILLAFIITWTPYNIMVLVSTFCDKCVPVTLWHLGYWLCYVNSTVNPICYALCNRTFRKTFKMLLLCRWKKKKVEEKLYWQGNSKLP
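Measured by: Fluo-8 calcium fluorescence; material: human M5 receptor in CHO-K1 cells; schedule: Post-acetylcholine fluorescence recording 140 s; benchmarks: low control EC20 acetylcholine (0%), high control EC100 acetylcholine (100%); read-out: Max/basal fluorescence ratio as % of EC20–EC100 ACh window; compound: single dose, 3 µM nominal final test concentration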
M1 PAM parental = counter-screen for M1 PAMs: effect in parental CHO-K1 cells; ATP EC20, Fluo-8 calcium fluorescence; 0% at ATP EC20, 100% at ATP max; activation, % at 3 µM; actives 0.02% (n = 360,000); AID 602247;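 active = activation above the run cutoff, the mean activation of all test compounds plus 3 SD, cut at about 40% in these data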;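 also: peak over basal fluorescence ratio in a 140 s read after ATP addition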
TAAR1 antag = antagonists of human TAAR1. CHO RD-HGA16 TAAR1, Fluo-8 calcium fluorescence, antagonist. inhibition, % at 3 µM. actives 1.5% (n = 360,000);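 active = inhibition above a per-plate cutoff, the mean inhibition of test compounds on that plate plus 3 SD, cut at about 49% in these data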;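 also: 0% = DMSO plus EC80 beta-PEA response and 100% = DMSO alone without agonist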
Target sequence (Q96RJ0 whole entry, looked up): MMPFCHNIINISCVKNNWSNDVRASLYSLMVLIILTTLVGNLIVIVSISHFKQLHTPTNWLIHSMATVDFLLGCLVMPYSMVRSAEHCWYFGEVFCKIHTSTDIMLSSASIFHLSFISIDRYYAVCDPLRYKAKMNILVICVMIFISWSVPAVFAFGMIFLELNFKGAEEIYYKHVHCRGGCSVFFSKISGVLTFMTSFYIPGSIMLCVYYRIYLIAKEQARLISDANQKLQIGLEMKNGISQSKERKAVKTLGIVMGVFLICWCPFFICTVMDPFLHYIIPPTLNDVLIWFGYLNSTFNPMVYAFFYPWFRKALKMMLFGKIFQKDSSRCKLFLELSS
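Test system – hTAAR1-expressing CHO RD-HGA16 cells, Gα16-coupled · Reagent – β-PEA at EC80 concentration, post-compound challenge · Compound dosing – 3 µM, single point · Timing – 140 s kinetic read after compound, 140 s after agonist · Detection – Fluo-8 intracellular calcium dye fluorescence, real-time kinetic reads · Control set – DMSO and EC80 PEA controls · Repeats – n of 1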
CHRM5 antagonist = blocks acetylcholine activation of human M5 receptor | CHO-hM5 cells, Fluo-8 calcium fluorescence, ACh EC80 | inhibition, % at 3 µM | actives 0.59% (n = 360,000) | P08912 | AID 624040;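 active = inhibition above a per-plate cutoff, the mean of that plate's test compounds plus 3 SD, cut at about 27% in these data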;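 also: 0% = acetylcholine EC80 with DMSO and 100% = DMSO without agonist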
CRFBP-R2 block = blocks CRF-induced signaling of the CRF-BP/CRF-R2 complex | HEK293 CRF-R2/CRF-BP, CRF-induced calcium fluorescence | inhibition, % at 11.8 µM | actives 0.59% (n = 350,000) | AID 588475;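 active = inhibition of the ligand-induced calcium signal above about 50% at the single tested concentration, limit read from the data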
M5 ag = agonists of human muscarinic M5 receptor (CHRM5); CHO-K1 hM5 cells, Fluo-8 calcium fluorescence; 0% DMSO wells, 100% maximal acetylcholine response; P08912; activation, % at 3 µM; AID 624037; actives 0.19% (n = 360,000);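 active = activation above the run's mean over test compounds plus 3 SD, cut at about 23% in these data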;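 also: signal is peak over basal fluorescence ratio across the kinetic read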
TAAR1 ag = human TAAR1 agonism | CHO RD-HGA16 TAAR1, Fluo-8 calcium fluorescence; vehicle wells 0%, saturating PEA agonist 100% | activation, % at 3 µM | actives 0.99% (n = 360,000) | AID 624467;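 active = activation above the mean activation of all test compounds in the run plus 3 SD, cut at about 38% in these data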
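Test system: RD-HGA16 (CHO) cells co-expressing Gα16 and hTAAR1 / Benchmarks: DMSO vehicle as 0%, PEA at EC100 as 100% / Repeats: no replicates (n 1) / Measure: % activation from peak over basal fluorescence ratio, DMSO-to-PEA scaled / Timing: 17-24 h plating, Fluo-8 75 min 37 °C, 30 min RT / Technique: kinetic Fluo-8 calcium fluorescence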
M4 PAM = potentiates acetylcholine response at human M4 receptor; activation, % at 3 µM; CHO-K1 hM4/Gqi5, Fluo-8 calcium fluorescence, ACh EC20; 0% = ACh EC20, 100% = maximal ACh; AID 624126; actives 0.4% (n = 360,000);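 active = activation above its plate's cutoff, the mean activation of sample wells plus 3 SD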; also: some results filed as inactive read as strong as hits
Active calls of the source: *; · = no result given; & = joins results of further samples.

Every second line gives: M1 PAM parental	M5 ag	CHRM5 antagonist	TAAR1 ag	TAAR1 antag	CRFBP-R2 block	M4 PAM	CRFBP-R2 agonist	M5 PAM
CCSc1nnc(NC(=O)CN(C)S(=O)(=O)c2ccc(F)cc2)s1
 : 14	4	5	17	-7	-2	2	-1.8	-4
CC(C)(C)NS(=O)(=O)c1ccc(CCC(=O)NCc2ccc3c(c2)OCO3)cc1
 : -3	2	-4	9	-14	12	-1	-1.5	1
Cc1ccccc1NC(=O)NC1(C(=O)N2CCOCC2)CCCCC1
 : 20	0	3	2	-6	-4	4	-0.5	0
O=C(O)CC1(CC(=O)Nc2ccc(Cl)cc2C(=O)c2ccccc2)CCCC1
 : 3	2	-8	-1	-21	2	8	0.5	9
COc1cc2c(ccc3cc(OC)c(OC)c(O)c32)cc1O
 : 7	1	6	1	-9	-5	2	-1.0	1
Cc1ccc(S(=O)(=O)N(C)c2ccc(OCC(=O)Nc3cccc(-n4cnnn4)c3C)cc2)cc1
 : 13	-3	7	3	-4	12	-18	0.1	-7
O=C(CN1CCN(S(=O)(=O)c2ccc(Cl)cc2)CC1)Nc1ccc2c(c1)OCCO2
 : 25	-4	0	7	10	3	2	-2.5	-2
CC1CCCCC12NC(=O)N(CC(=O)NC(=O)NCc1ccco1)C2=O (stereo not drawn)
 : 10	0	-8	3	8	-11	2	3.3	2
CCOc1ccc(-n2cc(-c3ccc(OC)c(OC)c3)[nH]c2=S)cc1
 : -3	-7	13	0	-16	3	-9	-0.6	-6
Cc1ccc(-c2n[nH]c(=S)c3ccccc23)cc1S(=O)(=O)NCC1CCCO1 (stereo not drawn)
 : 3	3	8	13	-2	-17	-2	-0.6	-3
O=C(CCN1C(=O)c2ccncc2C1=O)Nc1ccc2c(c1)OCCO2
 : 0	-1	-8	2	-4	-11	-6	1.4	4
COc1ccc(C)cc1S(=O)(=O)n1c([N+](=O)[O-])cnc1C
 : 13	-2	16	5	-1	7	-4	-1.0	-7
CC1(C)O[C@@H]2[C@H](O1)[C@@H](CO)O[C@H]2n1c(N2CCCCC2)nc2c(N)ncnc21
 : 12	-1	5	6	3	6	-4	-1.3	-6
CCOC(=O)[C@]12CCCC=C1N(Cc1ccc3c(c1)OCO3)C(=O)[C@H](CC(=O)NCCCOC)C2
 : 11	2	10	2	-18	·	8	·	-6
CC(C)CN(C(=O)COC(=O)Cc1n[nH]c(=O)c2ccccc12)C1CCS(=O)(=O)C1 (stereo not drawn)
 : 5	0	6	10	-3	-9	4	0.3	0

A run of entries of the results above, for reference:
Every second line gives: M1 PAM parental	M5 ag	CHRM5 antagonist	TAAR1 ag	TAAR1 antag	CRFBP-R2 block	M4 PAM	CRFBP-R2 agonist	M5 PAM
CCOC(=O)[C@]12CCCC=C1N(Cc1ccc3c(c1)OCO3)C(=O)[C@H](CC(=O)NCCCOC)C2
 : 11	2	10	2	-18	·	8	·	-6
CC(C)CN(C(=O)COC(=O)Cc1n[nH]c(=O)c2ccccc12)C1CCS(=O)(=O)C1 (stereo not drawn)
 : 5	0	6	10	-3	-9	4	0.3	0

(next part)
Every second line gives: M1 PAM parental	M5 ag	CHRM5 antagonist	TAAR1 ag	TAAR1 antag	CRFBP-R2 block	M4 PAM	CRFBP-R2 agonist	M5 PAM
C[C@H](CO)N1C[C@H](C)[C@@H](CN(C)S(=O)(=O)c2cccs2)Oc2ccc(NC(=O)C3CC3)cc2C1=O
 : 9	0	0	4	33	-8	-5	1.8	-1
Cc1cccc(NC(=O)C2CCCN(S(=O)(=O)c3cccc4nsnc34)C2)n1 (stereo not drawn)
 : 20	0	-8	3	9	17	1	-4.6	11
O=C(Nc1cccc2c1CCCC2)c1ccncc1
 : 3	3	0	0	-12	3	24	-3.1	0
CN(C)c1ccc(N=C/C=C2/N(C)c3ccccc3C2(C)C)cc1
 : -1	0	-9	35	25	2	-7	2.1	-3
CCOC(=O)C1=C(C)NC(C)=C(C(=O)OCC)C1
 : 14&-11	-2&-3	6&-6	6&-1	3&3	-16&-5	-6&1	-0.2&-1.1	1&-3
O=C1COc2ccc(C(=O)COC(=O)Cn3cnc4ccccc43)cc2N1
 : 8	-6	0	16	2	-4	6	-0.5	-2
O=c1c2c3c(sc2nc2sc(C4CC4)nn12)CCCC3
 : 15	1	-2	·	·	-1	6	4.5	5
CCC(C)Nc1ncnc2c1cnn2Cc1ccc(Cl)cc1 (stereo not drawn)
 : 4	2	6	4	55*	-1	-7	0.4	-9
Cc1cc(NC(=O)C2CC(c3ccc(F)cc3)=NO2)n(-c2ccccc2)n1 (stereo not drawn)
 : 31	3	1	1	-5	18	-2	-0.7	-6
COc1ccc2cc(CN(CCc3ccccc3)Cc3nnnn3Cc3ccco3)c(=O)[nH]c2c1
 : 19	1	5	80*	49*	-9	-7	2.5	-4
Cc1ccc(S(=O)(=O)N2CCN(C(=O)COC(=O)COc3ccccc3C(C)C)CC2)c(C)c1
 : 8	-4	7	9	3	12	14	1.9	-2
CCC(=O)Nc1ccc(S(=O)(=O)N2CCc3ccccc3C2)cc1
 : -5	3	1	9	5	-4	-1	1.0	-4
O=C(c1ccco1)N1CCN(CCCCOc2cccc3ccccc23)CC1
 : 25	-6	14	6	2	12	-10	-3.1	-11
Cc1nn(C)c(Cl)c1CN1CCN(C2CCCCC2)C(CCO)C1 (stereo not drawn)
 : 18	-7	6	0	-7	6	-16	-1.5	4
O=C(O)c1cccc(S(=O)(=O)N2CCC(n3nnc4cc(C(F)(F)F)ccc43)CC2)c1
 : -7	0	-2	1	-16	0	10	0.5	6
N#CCC(=O)Nc1ccc(C(=O)OCC(=O)N2CCCC2=O)cc1
 : 3	3	8	0	2	-2	-1	2.7	-5
CCOC(=O)c1cc2c(OC)c(OC)ccc2c2[nH]cc(C#N)c(=O)c12
 : 1	1	-7	0	-21	3	15	-0.5	3
Cc1ccc(S(=O)(=O)N2C[C@@H]3CCCC[C@@H]3[C@@H](C)[C@H]2c2cn(Cc3ccccc3)c3ccc(F)cc23)cc1
 : 10	0	0	-1	-9	4	9	0.0	0
CCOC(=O)CCC(=O)N1CCOCCOCCN(C(=O)CCC(=O)OCC)CCOCCOCC1
 : 18	-2	-1	4	-9	9	2	-3.0	5
CSc1ccc(Cl)c(C(=O)OCC(=O)N2CCOCC2)c1
 : 22	-3	0	-1	-2	-7	14	-2.1	0
CCN(CC)CCNC1=CC(=O)OC12CCCCC2
 : 14	-10	-3	5	9	23	0	-3.1	0
CC(C)(C)NC(=O)C1CC(=O)OC12CCOC(C)(C)C2 (stereo not drawn)
 : 21	1	3	0	8	6	6	-1.0	10
Cc1ccc(C)c(OCc2cc(C(=O)NC3CCOC(C)(C)C3)no2)c1 (stereo not drawn)
 : 17	0	8	1	-18	-15	-3	-1.5	-3
COc1ccccc1-c1nnc(SCc2nc3ccccc3[nH]2)n1C
 : 3	0	2	12	-6	11	-4	-2.0	1
CC(C)CCOc1ccc(CO[C@@H]2[C@H]3OC(C)(C)O[C@H]3O[C@@H]2C(O)CO)cc1 (stereo partly drawn)
 : -2	1	5	4	-4	-18	-1	6.0	-2
CC(O)CNc1nc2c(c(=O)n(Cc3ccc(Br)cc3)c(=O)n2C)n1C (stereo not drawn)
 : -4	4	-1	3	16	-13	1	-0.8	-2
COc1ccc(NC(=O)C2(C)CCN2Cc2cccc(OC)c2OC)cc1OC (stereo not drawn)
 : 7	0	2	-1	-19	·	1	·	-3
Cc1cc(NC(=O)CCOc2ccccc2)no1
 : 17	-2	-3	2	-15	-7	5	-0.2	2
Cc1ccc(C(=O)Nc2ccc(S(=O)(=O)N3CCCC3)cc2)o1
 : 27	-1	-3	2	-1	-13	0	-0.7	2
CCc1ccc(C(=O)NNC(=O)c2n[nH]c(=O)c3ccccc23)cc1
 : -6	-1	13	1	-19	5	3	-1.7	3
COCCn1nnnc1C(C(C)C)N1CCN(C(=O)c2ccco2)CC1 (stereo not drawn)
 : 6	-1	-1	10	-3	11	7	1.3	0
CC1CCC2(CC1)NC(=O)N(CC(=O)NC(C)c1ccc(F)c(F)c1)C2=O (stereo not drawn)
 : 13	-3	5	13	-24	1	13	0.6	1
CC(Sc1nc(-c2ccccc2)cc(C(F)(F)F)n1)C(=O)N1CCOCC1 (stereo not drawn)
 : 23	-4	0	11	-5	-5	-1	0.3	-7
COc1ccc(O)c(/C=N/N2CCOCC2)c1
 : 15	-4	8	3	-7	2	15	-0.8	3
CCOCCCNC(=S)N1CCCN(c2nc3c(C)c(C)ccc3cc2C#N)CC1
 : 12	-6	3	0	41	28	-8	1.4	-13
CCOC(=O)/C(=C\C=C\c1ccccc1)NC(=O)c1ccccc1
 : -3	-3	0	-1	11	-16	5	0.3	-4
Cc1ccc(C)c(OCCSc2nnc(-c3cccnc3)n2N)c1
 : 16	-5	-10	2	-16	-22	-2	3.3	-1
NC(=O)C1CCN(CC(=O)Nc2ccccn2)CC1
 : 3	-2	0	2	4	1	10	-0.3	11
COc1cccc(CC(=O)N2CCC(CCC(=O)Nc3cccc(OC)c3)CC2)c1
 : -7	-2	18	2	-4	-12	1	0.2	-6
CCCCN(CC)S(=O)(=O)c1ccc(C(=O)Nc2nnc(COC)o2)cc1
 : 4	-2	-4	·	·	7	0	0.5	-8
COc1ccc(C)cc1S(=O)(=O)Nc1cccc(Cl)c1Cl
 : 20	-7	0	3	-3	6	-3	2.6	-9
CC(C)(Sc1ccc(CCN(CCCCC2CCCCC2)C(=O)NC2CCCCC2)cc1)C(=O)O
 : -7	3	-4	-1	-19	22	-5	-2.0	-6
CCc1noc(C)c1C(=O)OCC(=O)Nc1ncc(Cl)cc1Cl
 : -3	-4	4	7	-21	3	6	-5.4	-2
CCCC1(CCC)NC(=O)N(CC(=O)Nc2ccc3c(c2)OCCO3)C1=O
 : 5	0	15	1	22	1	1	1.1	-2
Cc1ccc(C)c(OCCn2cc(/C=C(\C#N)C(=O)NCc3cccs3)c3ccccc32)c1
 : -5	0	-2	1	-8	-2	-1	0.7	0
CCOC(=O)C(=NC1CCCCC1)NNc1cccc(C(F)(F)F)c1
 : 23	-2	4	5	-29	-50	-4	-1.5	-4
Cc1ccccc1NC(=O)CSc1nnc(Cc2ccccc2)c(=O)n1N
 : 15	1	-6	3	2	-8	2	-1.4	7
CC1=CC(=O)c2ccccc2C1=O
 : 14&12	0&7	4&0	3&1	-22&12	-7&-19	-8&5	-0.8&2.8	-1&2
Cc1ccsc1C(=O)NNC(=O)C1CC=CCC1C(=O)O (stereo not drawn)
 : 14	-2	4	2	7	20	9	-1.0	-1
CCOc1ccc(NC(=O)COC(=O)CCCc2c[nH]c3ccccc23)cc1
 : 20	-2	10	4	-9	8	-2	-2.0	-2
CC(Sc1nnc(NC(=O)c2cc3ccccc3oc2=O)s1)c1ccccc1 (stereo not drawn)
 : 16	1	-1	0	-2	5	5	0.3	-3

Screening data deposited in PubChem by several laboratories.
